# Compound activity from PubChem BioAssay.
# Yfh1-off respiration – enhancers of respiration in Yfh1-depleted yeast, dose response, Friedreich's ataxia, plus single-dose screen (AID 1465); S. cerevisiae Yfh1-off respiration, WST-1 reduction, 72 h; higher fold induction means a stronger effect; fold induction at 50 µM; hits with a dose series show EC50 in µM; hit rate 0.074% among 220,000;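 active = fold induction of absorbance versus untreated yeast above a set limit, then at least 30% activation at any dose in follow-up; inconclusive = repeats straddling the limit, or above it without dose testing; inactive = fold induction below the set limit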;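 also: activators that raise dye reduction in frataxin-depleted yeast; strong numbers were not always called active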
# b-catenin transl – alters nuclear translocation of beta-catenin in HeLa cells. nuclear translocation activity, % at 5 µM. hit rate 0.3% among 190,000. immunofluorescence imaging;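 active = nuclear translocation activity above 50% at 5 µM, with a well cell count of 50 or more; inconclusive = wells under 50 cells across six images, flagged as toxic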;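 also: per-cell ratio of nuclear to cytoplasmic median beta-catenin stain intensity; plate controls were DMSO negative control for no effect and GSK-3 inhibitor IX positive control for full effect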
#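 assay system = human HeLa cells, endogenous beta-catenin | times = compound treatment 24 h, 37°C, 5% CO2 | detection = Anti-beta-catenin immunofluorescence on PFA-fixed, Triton-permeabilized cells, DAPI nuclei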
# P. falciparum M17LAP – P. falciparum M17LAP inhibitors, primary screen, biochemical, fluorogenic H-Leu-NHMec substrate, 1536-well (AID 1619) | recombinant M17LAP, H-Leu-NHMec fluorogenic kinetic assay; higher % means a stronger effect | inhibition, % at 30 µM, or IC50 in µM where a hit was titrated | hit rate 0.38% among 220,000;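 active = compound inhibiting the enzyme by more than half at any dose during confirmatory dose-response retesting; inconclusive = strong single-dose inhibitors picked by rank but not retested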;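 also: plate controls were full reaction with DMSO carrier for no effect and no enzyme background for full effect; strong numbers were not always called active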
# T cell HTS – T cell immune modulation candidate; AID 2052; 2C CD8+ T cell-vesicle binding, flow cytometry; active compounds read low; calls only at 7 µM; hit rate 0.068% among 330,000;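 active = response, share of CD8 T cells binding vesicles, and their 90th percentile fluorescence all below set limits, cut at about 80% in these data, passing the limit was not always enough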
#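 incubation = binding step 1.5 h, 37 °C, antibody labelling 20 min, ice | test system = 2C mouse CD8+ T cells | read-out basis = percent CD8+ FL2 mean versus row control | controls = Peptide-free naked vesicles (low) and QL9 vesicles with 0.7% DMSO vehicle (high) | detection = flow cytometry of vesicle-bound cells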
# MT stabilizer – stabilizes microtubules in HeLa cells | HeLa tubulin immunostaining HCS, 24 h; share of cells brighter than vehicle mean+2SD | % tubulin-high responders, % at 10 µM | hit rate 0.83% among 200,000;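 active = plate Z-score above 3 for both tubulin-high and condensed-nucleus cell shares, with cell loss under 80%, at 10 µM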;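 also: anti alpha tubulin signal scored within the nucleus-defined area of each cell; some results filed as inactive read as strong as hits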
# Dynein transport – dynein cargo transport inhibition. 3617.4 mouse cells, GR-EGFP nuclear translocation imaging; test concentration mostly 20 µM; stimulated with dexamethasone, 1 µM; active compounds read low. z-score, hits read low. hit rate 0.47% among 220,000. AID 1381;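 active = plate z-score of nuclear minus cytoplasmic receptor signal below a set negative limit, without overly bright fluorescence or cell loss, cut at about -3.5 in these data, passing the limit was not always enough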;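 also: z-score of nuclear minus cytoplasmic ring GR-EGFP intensity difference per well; some compounds called inactive have numbers as strong as hits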
#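 Also added – dexamethasone, 1.0 µM final · Buffer or medium – tet-free, stripped-serum medium · Schedule – induction 48 h, compound 1 h, agonist 30 min · Detection – formaldehyde fixation, Hoechst nuclear stain, 10x automated fluorescence imaging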
# WT yeast gro inh – growth inhibition of WT yeast, mitochondrial fusion screen; inhibition, % at 10 µM; mitochondrial fusion phenotypic screen, WT strain; hit rate 2.1% among 190,000; in the data active = inhibition above about 58%; tested in S. cerevisiae
# P. falciparum M1AAP – P. falciparum M1AAP inhibitors, biochemical, fluorogenic H-Leu-NHMec substrate, 1536-well (AID 1445). hit rate 0.42% among 220,000. inhibition, % at 30 µM; hits with a dose series show IC50 in µM. recombinant M1AAP, H-Leu-NHMec fluorogenic kinetic assay; higher % means a stronger effect;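 active = primary inhibition above the hit cutoff, then over 50% inhibition at one or more dose response concentrations, cut at about 23% in these data, passing the limit was not always enough; inconclusive = conflicting primary data, or primary hits not chosen for dose response; inactive = low primary inhibition, or under 50% at every dose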;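 also: plate controls were DMSO full reaction for no effect and no enzyme background for full effect; strong numbers were not always called active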
# Autophagy HCS – alters autophagy in cells | MEF GFP-LC3 puncta imaging; test concentration mostly 10 µM | hit rate 0.98% among 190,000 | calls only at 10 µM (by protocol);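 active = percentage of spot-positive cells more than 3 SD above its plate mean, without a fluorescence outlier flag or 80% toxicity; inconclusive = no clear call, values can overlap the other calls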;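 also: spot-positive cell cutoff set from DMSO-treated cells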
# WT yeast gro inh mutant strain – further read-out of WT yeast gro inh, marked with its call; inhibition, %; mitochondrial fusion phenotypic screen, mutant strain inhibition
# Dynein transport cytoplasmic EGFP – second read-out of Dynein transport, no call of its own (marks repeat the call); z-score; measured here: cytoplasmic GR-EGFP intensity; active compounds read high
# Dynein transport nuclear GR-EGFP – also measured in Dynein transport; calls as there; z-score; measured here: nuclear GR-EGFP intensity;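 lower value marks the stronger effect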
# Dynein transport cell count – recorded beside Dynein transport, whose call it bears; z-score; measured here: cell count per field
# b-catenin transl cell count 5 µM – further read-out of b-catenin transl, marked with its call; cell count; measured here: cell count, cytotoxicity flag
# T cell HTS vesicle-bound % – recorded beside T cell HTS, whose call it bears; double positive events, %; measured here: CD8+ vesicle-bound cell fraction;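 binding gate set so that unloaded-vesicle control wells show 10% double positive cells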
# MT stabilizer Hoechst-high % – also measured in MT stabilizer; calls as there; % Hoechst-high responders; measured here: nuclear condensation Hoechst responders;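 share of cells brighter than vehicle mean plus two SD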
# MT stabilizer cytotoxicity % – further read-out of MT stabilizer, marked with its call; toxicity, %; measured here: cytotoxicity by cell density;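 0% = mean cell density of plate MIN control wells and 100% = no cells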
# Autophagy HCS cell loss 18 h – recorded beside Autophagy HCS, whose call it bears; toxicity, %; measured here: cell loss, nuclei count;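 cell loss after 18 h compound exposure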
# * = called active by the depositor; i = inactive; ? = inconclusive; · = no result given; + = active, no number.
SMILES,Yfh1-off respiration,b-catenin transl,b-catenin transl cell count 5 µM,P. falciparum M17LAP,T cell HTS,T cell HTS vesicle-bound %,MT stabilizer,MT stabilizer Hoechst-high %,MT stabilizer cytotoxicity %,Dynein transport,Dynein transport cytoplasmic EGFP,Dynein transport nuclear GR-EGFP,Dynein transport cell count,WT yeast gro inh,WT yeast gro inh mutant strain,P. falciparum M1AAP,Autophagy HCS,Autophagy HCS cell loss 18 h
COc1ccccc1N1CCN(CC(=O)c2c[nH]c3ccccc23)CC1,i,0.2,1199,-3%,i,32,·,·,·,0.55,0.87,0.36,0.31,·,·,8%,·,·
O=C(NCc1ccccc1Cl)c1cnn2cccnc12,i,-2.6,1100,-6%,i,63,4.0,2.0,5.2,1.1,-0.24,0.45,0.32,9,0,-3%,i,6
Cc1ccc2nc(SC(C)C(=O)N3CCOCC3)[nH]c2c1 (stereo unspecified),i,0.1,1106,5%,i,44,2.7,2.8,6.1,-0.12,-0.14,0.16,-0.24,-3,5,-5%,i,-29
O=C(NCCCN1CCOCC1)c1ccc2c(c1)N(Cc1ccccc1)CCS2,i,0.0,1293,-39%,i,9,·,·,·,0.4,-0.24,0.15,0.14,·,·,17%,·,·
CCN(CC)CCCN1C(=O)C(O)=C(C(C)=O)C1c1cccc(OC)c1 (stereo unspecified),i,0.2,1087,-6%,·,·,3.1,2.1,2.1,-0.53,-0.26,-0.37,0.83,17,1,-1%,i,-3
COc1cccc(Nc2nc(-c3sc(NC(=O)CC(C)C)nc3C)cs2)c1,i,6.1,907,3%,i,26,2.5,1.8,5.8,-0.64,-0.23,-0.027,1.8,1,4,3%,i,-40
O=C(c1cc2ncc(CCCl)cn2n1)N1CCCCCC1,i,·,·,-17%,i,42,2.3,3.6,10,3,-0.18,1.9,-1.9,-7,-14,0%,i,0
C(=N\NCc1ccccc1)/c1ccc2ncccc2c1,i,2.0,1281,14%,i,24,·,·,·,-0.64,-0.047,-0.19,-0.35,·,·,2%,·,·
Cc1ccsc1/C=N/Nc1ncc(Cl)cc1Cl,i,-0.9,1160,-6%,i,48,1.9,0.8,15,-1.1,-0.22,0.083,0.37,3,-1,4%,i,4
O=C(CN1CCN(Cc2ccccc2F)C1=O)NCC1CCCO1 (stereo unspecified),i,-1.0,1282,3%,i,44,·,·,·,0.39,0.32,0.72,-0.068,·,·,2%,·,·
Cc1ccc(C(=O)c2cnc3cc4c(cc3c2S(=O)(=O)c2ccccc2)OCCO4)cc1,i,1.5,1113,2%,i,29,2.8,5.5,0.2,-0.8,-0.14,-0.15,0.77,5,0,2%,i,9
O=C(Nc1ccc2c(c1)OCO2)N1CCOCC1,i,1.6,985,9%,i,20,3.4,3.1,26,0.56,-0.32,0.51,0.29,4,11,4%,i,3
O=C(N/N=C/C=C\c1ccccc1[N+](=O)[O-])c1ccncc1,i,-0.4,1148,30%,i,57,1.1,1.9,11,0.84,-0.31,0.22,0.74,-8,1,4%,i,-8
CN(C)S(=O)(=O)c1cccc(NC(=O)COc2cccc(C#N)c2)c1,i,-2.7,555,-2%,i,27,1.8,3.3,7.1,-0.86,-0.0064,-0.49,0.13,3,-11,2%,i,6
Cc1ccc(-n2[nH]c(C)c(C=Nc3cc(C)ccn3)c2=O)cc1,i,-0.4,1146,-6%,i,46,2.2,1.7,1.5,0.083,-0.22,0.03,-0.53,13,-1,4%,i,-4
CS(=O)(=O)N1CCN(C2C3CC4CC(C3)CC2C4)CC1 (stereo unspecified),i,1.3,1537,2%,i,32,4.4,2.8,5.7,-0.18,-0.17,0.03,-0.76,-8,-9,3%,i,-5
CC(C)Oc1cccc(C(=O)Nc2ccc(CN3CCOCC3)cc2)c1,i,-2.6,1143,-4%,i,13,4.0,2.4,8.5,-0.44,-0.25,-0.36,0.51,-9,-2,0%,i,4
Cc1cc(C)c2c(CC(=O)O)c(C)[nH]c2c1,i,-0.9,993,-3%,i,58,2.0,1.7,2.8,1.8,0.074,1.5,-2.1,-2,-8,?,i,11
O=C(CNC(=O)c1ccccc1F)NCCOc1ccccc1Cl,i,0.5,995,-2%,i,53,4.6,2.6,5.3,0.49,0.33,0.5,-1.7,-2,-28,1%,i,12
COc1ccc(/C=N/NC(=O)c2ccccc2OCc2ccccc2)c(OC)c1,i,-0.1,1083,29%,i,38,1.5,0.7,2.1,-0.85,-0.37,-0.67,1.4,12,6,8%,i,-4
c1cc(C2CCN(Cc3nc(-c4ccc5c(c4)OCO5)no3)CC2)ccn1,i,1.7,1024,2%,i,30,3.9,1.6,1.3,-0.22,-0.28,-0.059,0.47,-6,-1,0%,i,12
O=C(O)CCCN(Cc1cccc(Br)c1)S(=O)(=O)c1ccc(Br)cc1,i,0.1,1082,12%,i,51,·,·,·,1.3,-0.098,0.99,-0.79,-21,-11,13%,i,15
Cc1ccccc1N1CCN(S(=O)(=O)c2ccc3oc(=O)ccc3c2)CC1,i,-1.0,1106,-8%,i,7,2.2,1.6,2.9,0.52,-0.25,1.1,-0.063,35,31,10%,i,5
CN1CCN(CC#CC2(O)CCCCC2)CC1,i,-0.9,838,3%,i,24,10.0,1.6,12,1.4,-0.029,1.2,-1.3,-15,-3,-3%,i,85
N#CC(c1ccccc1)C1CCN(Cc2ccccc2)CC1 (stereo unspecified),i,-1.5,961,-1%,i,56,7.1,2.7,10,-1.7,0.26,-1.1,-3.3,-8,8,2%,i,-5
Cc1[nH]n(C(N)=S)c(=O)c1N=Nc1ccc2ccccc2c1,i,0.4,973,5%,·,·,7.6,2.7,8.7,-0.7,-0.3,-0.59,-0.45,66*,59*,5%,i,3
CCCc1cc(=O)n2[nH]c(NCc3ccc(Cl)cc3Cl)nc2n1,i,-4.3,999,?,i,56,7.3,3.1,7.2,-0.063,-0.18,0.059,0.052,0,-47,1%,i,-2
CC(=O)N(Cc1ccccc1C)c1cccc(C)c1C,i,-4.2,1135,-4%,i,54,2.3,1.3,9.1,0.84,-0.29,0.69,-0.43,-1,8,1%,i,24
O=C(c1ccc(Cl)nc1)N1CCN(C/C=C/c2ccccc2)CC1,i,-2.1,1109,-2%,i,27,3.3,1.7,6.8,-0.43,-0.16,0.57,-1,20,16,3%,i,5
COc1cc(/C=N/NC(=O)c2sc(N)c(C#N)c2C)ccc1O,i,-0.2,1181,4%,i,58,1.5,1.6,2.9,-0.7,-0.19,-0.14,-0.12,13,11,6%,i,-6
Oc1c(N=NC(=S)Nc2ccccc2F)c2ccccc2n1Cc1ccc(Cl)cc1,i,1.2,1058,-9%,i,39,4.8,3.6,8.0,1.6,-0.17,0.97,-2,-17,11,2%,i,7
O=C(CSC1=NCCS1)Nc1nc2c(s1)CCCC2,i,·,·,27%,i,19,2.9,1.1,3.3,3.4,-0.19,3.4,-2.1,7,-2,3%,i,-52
CCOc1ccc(N(CC(=O)NCCCOC)S(C)(=O)=O)cc1,i,-3.5,881,3%,i,4,3.4,2.4,6.5,-0.58,-0.16,0.076,-0.22,-3,-20,2%,i,7
CCOC(=O)N1CCC(NC(=O)c2cccnc2SC)CC1,i,0.7,1033,0%,i,22,2.3,1.8,0.2,0.52,-0.26,0.49,0.88,4,23,5%,i,28
O=C(c1ccco1)N1CCN(C(=O)N2c3ccccc3Sc3ccccc32)CC1,i,35,382,2%,i,9,14*,27*,56*,-0.81,-0.24,-0.9,0.31,52,40,3%,+,69*
Nc1c(C(=O)N/N=C/c2cccnc2)oc2nc(-c3ccccc3)cc(-c3ccco3)c12,i,1.3,1376,3%,i,20,·,·,·,-0.3,0.66,0.32,0.95,·,·,12%,·,·
CCOC(=O)CSc1nc(C)c(CC)c(C)c1C(N)=O,i,1.1,1543,-3%,i,69,7.1,5.9,1.3,0.95,-0.3,0.87,-0.23,-8,8,-8%,i,17
CCOC(=O)c1cnn2c(N)c(C#N)cnc12,i,3.8,710,15%,i,30,5.5,2.7,1.7,-0.06,-0.37,0.48,0.01,1,14,18%,i,13
